# ERp5 block: inhibitors of ERp5-driven insulin aggregation, primary screen, biochemical, turbidity, absorbance 650 nm, single point; Protein disulfide-isomerase A6 (Homo sapiens), Q15084; 90 min; inhibition, % at 9.99 µM; 0.05% of 350,000 active;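 active = mean replicate inhibition above about 25%, with every replicate also reaching it, limit read from the data, passing the limit was not always enough; inconclusive = only one of those two criteria met; inactive = neither criterion met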
# RAD52 inh: RAD52 DNA annealing inhibitors, primary screen, biochemical, FRET, single point, set 2; recombinant RAD52 DNA annealing, FRET fluorescence; inhibition, % at 18.7 µM; DNA repair protein RAD52 homolog (Homo sapiens), P43351; 0.46% of 360,000 active;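 active = every replicate showing at least 50% inhibition; inconclusive = mean inhibition at least 50% but not in every replicate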
# ERAP1 inh: human ERAP1 aminopeptidase inhibitors, primary screen, biochemical, single point, plate reader | Endoplasmic reticulum aminopeptidase 1 (Homo sapiens), Q9NZ08 | inhibition, % at 10.7 µM | recombinant ERAP1, Leu-AMC fluorescence, 60 min | AID 652197, 2013 | 0.15% of 340,000 active;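 active = mean replicate inhibition of at least 30%, or all replicates individually reaching that 30% level; inactive = mean below 30% and not every replicate reaching it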;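 also: 0% = neutral control wells and 100% = L-leucinethiol positive control wells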
# S100A4 inh HTS: inhibitors of S100A4-myosin IIA peptide binding, primary screen, biochemical, fluorescence polarization, TAMRA-MyoIIA peptide | inhibition, % at 10.7 µM | 0.14% of 360,000 active | Protein S100-A4 (Homo sapiens), P26447 | AID 652163, 2013;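 active = mean inhibition of at least 70% across replicates, with every replicate also reaching that level; inconclusive = mean inhibition reaches 70% but some replicates fall short; inactive = mean inhibition below 70%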
# Target sequence (P26447 whole entry, looked up): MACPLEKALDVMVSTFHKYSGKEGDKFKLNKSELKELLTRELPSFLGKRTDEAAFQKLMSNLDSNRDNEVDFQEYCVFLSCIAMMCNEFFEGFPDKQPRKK
#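 Material: S100A4 monomer protein / Buffer or medium: 50 mM HEPES pH 7.2, 10 mM CaCl2, 100 mM KCl / Times: 5 min incubation before reading / Benchmarks: neutral control DMSO, positive control TFP / Reagent: labelled myosin peptide probe, 5 nM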
# XiGFP reactiv: activators of inactive X chromosome reactivation, primary screen, imaging, XiGFP fibroblasts, GFP high-content imaging, set 2; AID 743238, 2013; 0.055% of 360,000 active; activation, % at 7.58 µM; XiGFP mouse fibroblasts, % GFP-positive cells imaging, 3 d; cells co-treated with 5-aza-dC sensitizer; scaled so ellipticine positive control = 100%;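 active = mean normalized replicate activation at least 10% and every replicate at or above 10%; inconclusive = only one of the two criteria met; inactive = mean below 10% and not all replicates reach 10%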;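 also: 0% = median of on-plate neutral control wells and 100% = ellipticine 6 µM median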
#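 material = 68-5-11 XiGFP fibroblast line | medium = DMEM plus 5-aza-dC sensitizer | schedule = 3 days compound exposure | benchmarks = positive control ellipticine, 6 µM final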
# esBAF inh: Bmi1 luciferase reporter increase in mESCs, primary screen, esBAF inhibitor project, mouse ES cells, Bmi1 luciferase knock-in, single point; 24 h; 100% = twice the neutral-well signal; reporter increase, % at 12.5 µM; 2% of 350,000 active; in the data active = activation above about 40%; inconclusive = no clear call, values can overlap the other calls;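 also: 0% = median of the plate's neutral control wells and 100% = double that signal; a rise in the Bmi1 reporter signal indicates esBAF inhibition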
# E-selectin induc: E-selectin induction in HUVECs, primary screen, imaging, HUVEC, immunofluorescence imaging, single point; AID 686992, 2013; activation, % at 7.58 µM; normalized: neutral wells 0, TNF-alpha wells 100; 0.37% of 260,000 active; P16581;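 active = mean E-selectin-positive cell signal at least 10% of the positive control, reached in at least 60% of replicates, without over 20% cell loss; inconclusive = no rule given, readout overlaps actives, possibly toxicity-flagged; inactive = the rest, including those meeting only one limit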;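 also: in these data hits start at about 27%; measured in HUVEC primary endothelial cells; signal is the percent of cells scored E-selectin positive by PE staining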
#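 Test system: HUVEC | Signal: Immunofluorescence imaging | Read-out: Percent E-selectin-positive cells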
# RAD54 inh: inhibitors of human RAD54 branch migration, primary screen, biochemical, fluorescence, single point; RAD54 Holliday junction branch migration, FAM/BHQ fluorescence; inhibition, % at 10.4 µM; 0.14% of 360,000 active; AID 602329, 2012;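 active = mean normalized replicate activity at least 40 and at least half of replicates scoring 40 or more; inconclusive = only one of the two criteria met; inactive = mean below 40 and under half of replicates reaching 40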;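 also: 0% = median of neutral control wells and 100% = median of positive control wells; inhibitors cause a drop in the FAM fluorescence signal; in these data hits start at about 50%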
# Target sequence (Q92698 whole entry, looked up): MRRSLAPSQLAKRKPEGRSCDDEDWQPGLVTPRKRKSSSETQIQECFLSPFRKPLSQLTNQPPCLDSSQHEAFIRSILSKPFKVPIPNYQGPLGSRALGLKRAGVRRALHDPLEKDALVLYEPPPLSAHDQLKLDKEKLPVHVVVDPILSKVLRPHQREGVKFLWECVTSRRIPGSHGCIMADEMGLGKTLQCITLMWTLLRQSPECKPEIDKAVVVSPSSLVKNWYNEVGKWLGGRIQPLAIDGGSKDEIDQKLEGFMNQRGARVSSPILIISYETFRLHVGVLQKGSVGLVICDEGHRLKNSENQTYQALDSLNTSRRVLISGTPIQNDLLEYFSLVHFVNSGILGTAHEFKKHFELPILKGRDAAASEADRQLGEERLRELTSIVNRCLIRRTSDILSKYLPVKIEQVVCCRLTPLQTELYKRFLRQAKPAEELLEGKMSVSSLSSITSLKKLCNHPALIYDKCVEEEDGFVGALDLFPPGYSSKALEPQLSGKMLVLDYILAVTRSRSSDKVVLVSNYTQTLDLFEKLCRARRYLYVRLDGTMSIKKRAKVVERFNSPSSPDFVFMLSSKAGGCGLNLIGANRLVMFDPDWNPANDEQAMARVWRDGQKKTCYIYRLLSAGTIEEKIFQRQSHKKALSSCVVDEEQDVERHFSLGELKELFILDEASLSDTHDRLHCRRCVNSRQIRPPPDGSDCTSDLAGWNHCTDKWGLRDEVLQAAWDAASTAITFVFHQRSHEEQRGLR
# * hit, by the source's call; ? = inconclusive; · = no result given. Hits appear at their usual frequency; any-hit rate near 2.5%.
# The first four compounds, ahead of the listing:
SMILES,ERp5 block,RAD52 inh,ERAP1 inh,S100A4 inh HTS,XiGFP reactiv,esBAF inh,E-selectin induc,RAD54 inh
CCCC#Cc1ccc([C@H]2[C@@H](CO)N3CCCCN(S(C)(=O)=O)C[C@H]23)cc1,-3,5,0,-1,0.2,-4,0.1,-2
COc1ccc(OC)c(NS(=O)(=O)c2c(C)nc3sccn3c2=O)c1,8,-49,4,-5,0.3,-2,0.1,-5
Cc1ccc(Oc2ccc(S(=O)(=O)N3CCOCC3)cc2C(N)=O)cc1C,2,-4,-6,1,0.0,-1,-0.1,4
CCc1cc(=O)oc2cc(C)cc(OCC(=O)NC(Cc3c[nH]c4ccc(O)cc34)C(=O)O)c12 (configuration not stated),10,-1,13,0,·,-2,·,-11

# The listing (from the top)
SMILES,ERp5 block,RAD52 inh,ERAP1 inh,S100A4 inh HTS,XiGFP reactiv,esBAF inh,E-selectin induc,RAD54 inh
CCCC#Cc1ccc([C@H]2[C@@H](CO)N3CCCCN(S(C)(=O)=O)C[C@H]23)cc1,-3,5,0,-1,0.2,-4,0.1,-2
COc1ccc(OC)c(NS(=O)(=O)c2c(C)nc3sccn3c2=O)c1,8,-49,4,-5,0.3,-2,0.1,-5
Cc1ccc(Oc2ccc(S(=O)(=O)N3CCOCC3)cc2C(N)=O)cc1C,2,-4,-6,1,0.0,-1,-0.1,4
CCc1cc(=O)oc2cc(C)cc(OCC(=O)NC(Cc3c[nH]c4ccc(O)cc34)C(=O)O)c12 (configuration not stated),10,-1,13,0,·,-2,·,-11
COc1ccccc1NC(=O)N1CCCCN2[C@H](CO)[C@H](c3ccc(-c4ccccc4)cc3)[C@H]2C1,3,52*,0,-12,·,·,·,-6
Cc1ccc(C2=N/C(=C/c3cccs3)C(=O)N2Nc2ccccc2)cc1,0,-13,-4,-3,·,5,·,11
C[C@H]1CN([C@@H](C)CO)C(=O)c2cccc(NC(=O)CCCCCC(=O)Nc3ccccc3N)c2O[C@H]1CN(C)Cc1ccncc1,5,-20,2,-2,0.2,·,-7.8,·
O=C(C[C@@H]1CC[C@H]2[C@@H](COC[C@@H](O)CN2Cc2cccc(F)c2)O1)NCC1CCCCC1,-1,13,2,-12,0.0,-1,0.1,-3
Cc1ccc(NC(=O)CCC(=O)N/N=C/c2cccnc2)cc1,1,-3,-8,-1,0.1,-6,·,·
CCc1cccc(CC)c1NC(=O)COC(=O)CC1c2ccccc2CCN1S(=O)(=O)c1ccc(F)cc1 (configuration not stated),0,11,0,-4,0.1,·,·,6
CCCNC(=O)N1[C@@H]2CN(C(=O)CC)c3ccccc3[C@@H]2[C@@H]1CO,·,·,·,·,0.3,2,-0.3,-6
O=C(NCc1ccccc1)[C@H]1CCCN1C(=O)[C@H]1CCCN1C(=O)c1ccc(OC(F)(F)F)cc1,-5,-8,1,5,0.1,·,0.0,·
Cc1c(C)n(CCc2ccccc2)c2ncnc(NCCCN(C)C)c12,2,8,1,-3,0.0,0,0.2,8
CCOC(=O)C1CCN(C(=O)COC(=O)c2ccc3c(c2)C(=O)N(c2ccc(OCC)cc2)C3=O)CC1,2,-6,-3,1,0.1,-5,·,-10
C[C@@H]1CN([C@@H](C)CO)C(=O)Cc2cc(NC(=O)Nc3ccccc3)ccc2O[C@H]1CN(C)S(C)(=O)=O,0,7,1,3,0.1,-4,-13,12
CCn1cc(S(=O)(=O)CC(=O)N2CCc3ccccc32)c2ccccc21,2,-5,0,-3,0.3,9,0.1,1
CCCNC(=O)Nc1ccc2c(c1)C(=O)N(C)[C@H]1CC[C@H](CC(=O)Nc3ccccc3F)O[C@@H]1CO2,-8,1,1,1,0.3,1,0.1,-2
Cc1ccc(S(=O)(=O)n2nc(OC(=O)c3ccccc3F)cc2N)cc1,1,-11,3,-1,0.3,3,1.6,-1
COc1ccc(NC(=O)Nc2cccc3c2O[C@@H](CN(C)C(=O)Nc2ccc(C(F)(F)F)cc2)[C@@H](C)CN([C@H](C)CO)C3=O)cc1,·,·,·,·,0.1,-3,-0.2,-16
Cc1ccc(CN2CCC(n3nccc3NC(=O)C3CCOC3)CC2)cc1 (configuration not stated),7,-15,0,0,0.1,5,-1.2,-2
CCCCN(C(=O)CSCC(=O)Nc1ccc(OC)cc1)c1c(N)n(CC(C)C)c(=O)[nH]c1=O,-2,6,1,-6,0.2,-7,-1.4,0
COC(=O)N/N=C/c1ccccc1,10,-18,3,-5,0.0,·,2.8,·
CC(C)(C)c1ccc(NC(=O)Nc2ccc3ccccc3n2)cc1,1,-5,·,-4,0.0,14,·,2
C[C@@H]1CN([C@@H](C)CO)S(=O)(=O)c2ccc(/C=C/c3ccccc3)cc2O[C@@H]1CN(C)C(=O)c1cccnc1,8,2,1,3,-0.5,-1,1.5,1
C[C@]1(C(=O)O)Cc2oncc2C[C@@H]1C(=O)O,3,-17,1,-1,0.0,·,·,·
# (next part)
SMILES,ERp5 block,RAD52 inh,ERAP1 inh,S100A4 inh HTS,XiGFP reactiv,esBAF inh,E-selectin induc,RAD54 inh
Cc1ccc(NC(=O)NNC(=O)c2sccc2-n2cccc2)cc1,4,0,-4,-21,0.1,·,·,·
CCCNC(=O)Nc1ccc2c(c1)C(=O)N(C)C[C@@H](OC)[C@H](C)CN(C(=O)C1CCCC1)[C@H](C)CO2,-1,7,-1,-5,0.1,-2,0.0,4
O=C1NC(=O)C2(COC(c3cccnc3)OC2)S1 (configuration not stated),4,-13,0,-8,0.3,·,0.1,·
C[C@H](CO)N1C[C@H](C)[C@H](CN(C)S(C)(=O)=O)Oc2ccc(NC(=O)Cc3cn(C)c4ccccc34)cc2CC1=O,0,-4,2,-6,0.5,2,·,-3
Cc1cnc(CNc2nc3cc(-c4ccccc4C)sc3c(=O)n2C)cn1,0,-10,6,24,-0.1,4,3.0,-3
CC(C)(C)OC(=O)C[C@H]1C/C=C\C[C@@H](CC(=O)N(CCO)Cc2ccccc2)C(=O)NC[C@H](c2ccccc2)OC1=O,2,-9,-3,-2,0.0,6,-0.4,8
Cc1cn([C@H]2C[C@H](O)[C@@H](/C=C/C(=O)NCc3ccc(N(C)C)cc3)O2)c(=O)[nH]c1=O,2,-14,0,-3,0.0,-1,0.0,3
CCOC(=O)C(=CN(CCc1ccccc1)CC(=O)OC)C(=O)OCC,1,3,-3,-7,0.1,-1,-0.2,-12
CCOCCCNC(=S)Nc1ccc2nc3n(c(=O)c2c1)CCCCC3,14,-16,-1,-11,-0.1,·,0.0,·
COc1cc(/C=N/NC(=O)CCn2c3ccccc3c3ccccc32)cc(OC)c1OC,-1,-4,2,-17,0.0,·,·,7
Cc1noc(C)c1S(=O)(=O)N(C)C[C@@H]1Oc2ccc(NS(=O)(=O)c3cn(C)cn3)cc2CC(=O)N([C@H](C)CO)C[C@H]1C,-1,-2,1,-6,-0.5,2,-0.1,-2
COc1ccc(NC(=S)NCCc2ccccc2)c(C)c1,0,-20,-1,-2,0.0,·,0.0,-7
CC(C)(C)OC(=O)C[C@@H]1C/C=C\C[C@@H](CC(=O)N(CCO)Cc2ccccc2)C(=O)N[C@@H](c2ccccc2)COC1=O,5,4,2,-2,0.1,3,0.9,-1
C[C@H](CO)N1C[C@H](C)[C@H](CN(C)Cc2ccccc2)Oc2ccc(NC(=O)c3ccncc3)cc2CC1=O,-5,-6,-4,2,0.1,-6,-0.2,4
O=P(NC1CCCCC1)(c1ccccc1)c1ccccc1,4,-2,4,-4,0.0,0,0.0,-10
O=C(COc1ccc(F)cc1Cl)NC1CCCCCC1,3,-9,2,3,0.0,?,-0.6,2
COc1ccc(S(=O)(=O)N2CCCCCC2)cc1C(=O)OCc1cccc(OC)c1OC,12,-22,4,4,0.1,-1,2.8,2
COc1ccc(CC(=O)Nc2ccccc2C(F)(F)F)cc1S(=O)(=O)N1CCOCC1,7,-12,0,-4,0.3,-4,-0.2,-8
COc1ccc(NC(=O)CCn2cccc2)c(OC)c1,4,4,-1,2,-0.1,·,0.7,·
C[C@H](O)C#Cc1ccc2c(c1)O[C@H](CN(C)C(=O)CC1CC1)[C@@H](C)CN([C@@H](C)CO)S2(=O)=O,3,2,1,-6,0.1,0,-0.2,1
O=S(=O)(c1ccc(NCCOc2ccccc2)nc1)N1CCCC1,0,-27,0,-2,0.1,-2,11,0
NS(=O)(=O)c1ccc(CCNC(=O)COC(=O)C2CCN(c3ccc(C(F)(F)F)cn3)CC2)cc1,-15,-17,-3,-5,-0.1,0,2.0,·
O=C(C[C@@H]1C=C[C@@H](NC(=O)C2CC2)[C@H](CO)O1)Nc1ccccc1,2,-14,-1,-5,-0.5,0,-0.2,8
N#Cc1c(N)[nH]c(C(=O)c2ccccc2)c1-c1ccc(Br)cc1,-8,1,0,-3,0.2,·,0.3,·
O=C(NC(Cc1c[nH]c2ccccc12)C(=O)N/N=C/c1cccnc1)c1cccs1 (configuration not stated),2,-3,3,-1,0.0,-4,·,-2
# Going on with the list:
SMILES,ERp5 block,RAD52 inh,ERAP1 inh,S100A4 inh HTS,XiGFP reactiv,esBAF inh,E-selectin induc,RAD54 inh
O=C(c1ccc(Cl)cc1)N1N=C(c2ccccn2)CC1(O)C(F)(F)F (configuration not stated),1,-2,-1,-1,0.0,·,-0.6,·
CCN(CC)C(=O)Oc1ccnc2cc(Cl)ccc12,7,3,-2,1,-0.2,-5,·,-3
COc1cc(CN2CCSCC2)c([N+](=O)[O-])cc1OC,5,-10,1,8,0.0,-9,·,5
O=C(NCCc1ccncc1)[C@@H]1[C@@H](CO)[C@@H]2Cn3c(ccc(-c4ccncc4)c3=O)[C@@H]2N1C(=O)C1CC1,-1,0,5,-1,0.6,-6,-0.5,-4
COCCCN1C(=O)c2ccc(C(=O)Nc3ccccc3Cl)cc2C1=O,1,-8,-6,-4,0.1,8,?,0
CCOc1ccc(NC(=S)NC(C)CCc2ccccc2)cc1 (configuration not stated),3,-13,1,3,0.1,·,·,·
CCc1ccc(NC(=O)C(=O)NCCN2CCN(Cc3ccc([N+](=O)[O-])cc3)CC2)cc1,-2,4,9,0,0.3,·,-2.2,·
CC(C(=O)NCc1ccco1)n1cc([N+](=O)[O-])cn1 (configuration not stated),4,3,0,0,0.4,·,-0.1,·
COc1ccc2cc(S(=O)(=O)N3CCCC(C)C3)ccc2c1 (configuration not stated),3,3,-6,-4,0.2,5,·,-7
C=CCc1cccc(/C=N/NC(=O)COc2ccc(-n3cnnn3)cc2)c1O,5,0,0,-3,0.1,-3,0.4,-8
COc1cccc(N2CCN(C(=O)c3ccc(CS(=O)c4ccccc4Cl)o3)CC2)c1 (configuration not stated),4,0,-1,-2,1.1,-31,-0.4,-8
CC1CCCCN1C(=O)CCn1c(=O)oc2ccccc21 (configuration not stated),-18,-6,1,-13,0.3,-5,·,-5
CCOC(=O)C1=CCN(S(=O)(=O)c2ccc([N+](=O)[O-])cc2)C1c1ccc(C)cc1 (configuration not stated),2,-18,·,-1,-0.1,·,-0.4,·
